AmpC no deterg = inhibitors of E. coli AmpC beta-lactamase without detergent. P00811. AmpC nitrocefin hydrolysis, absorbance 480 nm, 0.0001% Triton. Potency, µM (doses to about 57.1 µM), for the others: top-dose activity change, negative = inhibition, usual class: inhibitors. actives 0.52% (n = 330,000). AID 485341;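 note: potency is the fitted concentration of half-maximal effect; plate controls were no compound for no effect and no enzyme for full effect; nearly all actives have a fitted effect of over 20% in size; some results filed as inactive show a strong effect at the top dose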
Target sequence (P00811 whole entry, looked up): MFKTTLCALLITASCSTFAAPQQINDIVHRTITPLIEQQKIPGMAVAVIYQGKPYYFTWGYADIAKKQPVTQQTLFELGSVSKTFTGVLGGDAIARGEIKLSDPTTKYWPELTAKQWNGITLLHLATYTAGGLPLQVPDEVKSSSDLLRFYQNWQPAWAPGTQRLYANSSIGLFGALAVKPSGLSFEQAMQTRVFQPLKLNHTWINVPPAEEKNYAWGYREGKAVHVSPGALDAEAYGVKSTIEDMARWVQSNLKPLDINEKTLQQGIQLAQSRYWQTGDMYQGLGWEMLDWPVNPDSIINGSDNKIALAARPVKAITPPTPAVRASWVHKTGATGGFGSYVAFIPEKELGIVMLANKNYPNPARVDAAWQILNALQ
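20 mM phosphate pH 7.0 + 0.01% (detergent screen) or 0.0001% Triton X-100; 5.3 nM AmpC reagent; cpd preinc 15 min RT; nitrocefin (800 uM stock) to start; A480 q20 s × 4 min; Activity was normalised to no-enzyme and no-compound control wells.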
Pf growth 96h = inhibits malaria parasite growth, 96 h | Potency, µM (titrated, usually from 28.7 µM), without a hit: at the top dose activity change, negative = inhibition, most hits filed as inhibitors | AID 504834 | P. falciparum luciferase reporter growth, 96 h | actives 6.9% (n = 320,000); note: potency is the fitted concentration of half-maximal effect; % is set by controls: 0 for no effect and ±100 for the full control effect
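P. falciparum expressing integrated firefly luciferase grown in erythrocytes (2% hematocrit, 0.05% parasitemia final) with compounds for 96 hours at 37 C, 5% CO2. Growth inhibition read as loss of luminescence after adding luciferase detection reagent.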
Cycloheximide cs = affects cycloheximide protein synthesis inhibition readout, counter-screen; actives 12% (n = 300,000); AID 2314; max response, %; cell reporter, cycloheximide protein synthesis inhibition counterscreen; in the data active = max response mostly above about 13%, no sharp cut-off; inactive = mostly below about 14%; note: read at 38.3 µM for the half of the compounds with a filed dose; 0% is about no effect
Pf growth 48h = P. falciparum growth inhibition at 48 hours (one generation) | P. falciparum luciferase growth in erythrocytes, 48 h | Potency, µM (titrated, usually from 28.7 µM), inactives show at the top dose activity change, negative = inhibition, actives largely listed as inhibitors | actives 5.9% (n = 310,000) | AID 504832; note: potency is the fitted concentration of half-maximal effect; % is set by controls: 0 for no effect and ±100 for the full control effect
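A one-generation exposure of luciferase-tagged malaria parasites in RPMI 1640/Albumax erythrocyte culture, 37 C and 5% CO2. Inhibition is inferred from decreased luminescence after adding detection reagent.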
TbPYK inhibitor = inhibitors of Trypanosoma brucei pyruvate kinase | Q57TT1 | TbPYK enzyme, Kinase-Glo Plus ATP luminescence, 45 min | Potency, µM (series often up to 76.8 µM), for inactives: at the top dose activity, negative = inhibition, actives largely listed as inhibitors | actives 0.12% (n = 410,000) | AID 624173; note: potency is the fitted concentration of half-maximal effect; % is set by controls: 0 for no effect and ±100 for the full control effect; nearly all actives have a fitted effect of over 50% in size
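Enzyme and substrate buffer are dispensed first and compound is pin-transferred. ADP at 130 uM final then starts the reaction, which runs 45 min at room temperature. Detection reagent is added for 10 min before luminescence is imaged.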
Shiga toxin inh = blocks Shiga toxin action in Vero cells; Vero cells, Shiga toxin protein synthesis inhibition reporter; inhibition, % at 38.7 µM; actives 9.2% (n = 290,000); AID 2315; in the data active = inhibition mostly above about 28%, no sharp cut-off; inactive = mostly below about 43%; note: 0% is about no effect
LmPK inhibitor = blocks Leishmania mexicana pyruvate kinase activity | Q27686 | actives 0.37% (n = 290,000) | AID 1721 | Potency, µM (top dose mostly 57.5 µM), for inactives: at the highest dose activity change, negative = inhibition, usual class: inhibitors | purified LmPK, Kinase-Glo ATP luminescence, 1 h; note: potency is the fitted concentration of half-maximal effect; % is set by controls: 0 for no effect and ±100 for the full control effect
Target sequence (Q27686 whole entry, looked up): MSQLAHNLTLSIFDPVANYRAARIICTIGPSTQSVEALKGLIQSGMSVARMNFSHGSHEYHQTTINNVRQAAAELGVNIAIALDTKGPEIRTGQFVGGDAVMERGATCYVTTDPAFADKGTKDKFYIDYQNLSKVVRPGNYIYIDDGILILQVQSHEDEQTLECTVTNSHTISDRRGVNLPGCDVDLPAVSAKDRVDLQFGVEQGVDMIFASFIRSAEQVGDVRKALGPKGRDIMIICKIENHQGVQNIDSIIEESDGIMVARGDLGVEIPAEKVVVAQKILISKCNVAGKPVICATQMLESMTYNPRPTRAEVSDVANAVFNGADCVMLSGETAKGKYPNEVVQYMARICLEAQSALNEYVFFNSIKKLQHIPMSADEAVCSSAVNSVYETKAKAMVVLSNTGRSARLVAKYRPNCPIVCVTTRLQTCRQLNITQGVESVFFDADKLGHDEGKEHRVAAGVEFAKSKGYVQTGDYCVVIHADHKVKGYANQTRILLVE
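qHTS format; LmPK 0.1 nM; substrates PEP 0.5 mM and ADP 0.1 mM. One-hour room-temperature incubation, then coupled luciferase luminescence; 0.5 nM enzyme wells mark activation.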
* = called active by the depositor; ? = inconclusive; nt = no result given; & = joins results of further samples; [ ] = another dose, or the depositor's remark. Unless noted, calls come from the whole dose curve; as a rule, active = well fitted curve in the direction sought with a large enough effect; inconclusive = small, poorly fitted or top-dose-only effect, or another doubt; inactive = no such curve, though single readings can be large; an effect the other way counts as inactive or inconclusive.

cpd	smiles	Pf growth 96h	LmPK inhibitor	TbPYK inhibitor	AmpC no deterg	Cycloheximide cs	Pf growth 48h	Shiga toxin inh
1	CCCn1c(=O)cc(N)n(-c2ccc(OC(F)(F)F)cc2)c1=O	4.2%	2.2%	1.4%	1.4%	-1.1	7.9%	2.8
2	Cc1ccccc1C(=O)NCC(=O)NNC(=S)NC(=O)c1ccccc1C	-9.5%	7.0%	-15.6%	-4.0%	3.8	15.7%	13.6
3	O=C(Cn1cnc2scc(-c3ccc(F)cc3)c2c1=O)N1CCOCC1	-6.2%	3.5%	2.3%	-2.1%	-3.0	nt	-3.7
4	O=C(c1ccc2c3c(cccc13)CC2)C1CCCN(Cc2ccc(OCCO)cc2)C1 (stereo not drawn)	4.3%	0.7%	-8.3%	160.4%[activator]	1.7	6.57µM*	1.5
5	CN(C)CCNC(=S)Nc1ccccc1Cl	?	2.1%	2.2%	-21.5%	-5.4	-5.4%	-5.4
6	COc1ccc(CCN(C)C2CCCN(C(=O)c3sccc3C)C2)cc1OC (stereo not drawn)	14.9%	3.5%	0.2%	38.1%	10.6	-4.6%	-6.0
7	CCOC(=O)C1=C(c2ccc(OC)cc2)C(=O)c2ccccc2C1=O	2.9%	5.8%	-8.0%	-9.5%	1.1	2.94µM*	-4.1
8	CCCCN(c1nc2ccccc2nc1Cl)S(=O)(=O)c1ccc(C)cc1	?	1.2%	-7.1%	-24.4%	-6.4	?	34.3
9	Cc1c(C(=O)N2CCC(C)CC2)sc2ncn(CC(=O)N3CCC(C)CC3)c(=O)c12	-3.5%	-5.3%	30.1%[activator]	69.9%[activator]	8.1	-12.0%	17.0
10	Cc1ccc(S(=O)(=O)NCCSc2nnnn2-c2cc(C)ccc2C)cc1	3.6%	0.8%	-2.2%	-25.4%	-4.4	-26.3%	8.6
11	Cc1ccc2nc(-c3cccc(Br)c3)cc(C(=O)NC3=NCCS3)c2c1	45.5%[activator]	5.4%	1.2%	-4.9%	14.7	4.65µM*	75.9*
12	O=C(NCc1ccc2c(c1)OCO2)c1cc(F)c(F)cc1Cl	?	-1.2%	-4.2%	-20.4%	16.6	65.5%[activator]	nt
13	O=C(Nc1cccc(F)c1)c1c(O)c2cccc3c2n(c1=O)CCC3	23.0%	-1.6%	nt	-16.5%	8.7	0.3%	-12.5
14	Cc1cccc2sc(NC(=O)Cn3cccc3)nc12	-6.7%	0.2%	4.3%	-30.6%	-2.4	4.6%	7.6
15	OCCN1CCN(C(=S)NC2CCCC2)CC1	37.9%[activator]	-3.6%	-1.9%	4.8%	-0.8	7.2%	-7.2
16	Cn1cnc2cc(NCc3ccccc3Cl)ccc21	117.2%[activator]	-6.5%	-7.5%	-14.9%	38.8*	82.9%[activator]	105.3*
17	O=C(OCC(=O)N1CCN(c2ccccc2)CC1)C1=COCCO1	nt	0.4%	3.4%	-14.7%	9.6	25.8%	25.9
18	O=C(CCCN1C(=O)c2cccc3cccc(c23)C1=O)N1CCN(c2ccccn2)CC1	-26.1%	3.1%	-8.6%	44.0%	-2.4	-1.4%	17.0
19	CCCCNS(=O)(=O)c1ccc(OC)c2ncccc12	341.2%[activator]	-2.3%	2.3%	-6.0%	-2.4	3.0%	11.5
20	CN1CCN(CC(=O)Nc2nc(-c3ccccc3)cs2)CC1	45.6%[activator]	-1.3%	-3.5%	1.1%	8.5	6.2%	-0.1
21	CCCCNC(=O)/C(C#N)=c1\s/c(=C\c2ccccc2OC(F)F)c(=O)n1CCCOC	22.0%	0.9%	-3.8%	-18.2%	2.7	4.6%	-17.4
22	Cc1c(C(=O)NCc2n[nH]c(=S)n2-c2ccc(F)cc2)cccc1[N+](=O)[O-]	15.5%	-13.0%	?	-4.6%	-10.8	6.2%	-16.9
23	CCOC(=O)c1sc(NC(=O)c2ccncc2)nc1C	9.28µM*	?	-1.3%	-14.7%	0.9	20.8%	11.0
24	CCN(CC)C(=O)c1ccc2c(c1)C1C=CCC1C(C(=O)O)N2 (stereo not drawn)	21.2%	-28.3%	?	-17.8%	-4.9	16.7%	-5.7
25	O=C(NC1CCCCC1)C(c1ccncc1)N(Cc1ccc2c(c1)OCO2)C(=O)c1cnsn1 (stereo not drawn)	26.1%	0.5%	-20.1%	17.3%	19.1	?	-5.0
26	N#CC1(NC(=O)CSc2nc3ncc(Cl)cc3[nH]2)CCCCC1	-4.6%	nt	8.2%	-21.9%	nt	-1.0%	nt
27	CSC1=NC2(C)CCCCC2C12C=CC(=O)C=C2 (stereo not drawn)	13.1µM*	0.9%	-2.3%	-1.4%	-2.7	69.5%[activator]	3.2
28	COc1ccccc1CCN=C(N)NS(=O)(=O)c1ccc(C)cc1	35.2%[activator]	1.2%	-1.6%	-9.1%	4.9	34.4%[1.15 µM]	32.6
29	Cc1nc(C)c(C(=O)O)c(-c2ccsc2)c1C(=O)O	11.9%	6.5%	-0.8%	-1.4%	-0.8	12.5%	-12.0
30	COc1ccccc1NC(=S)N1CCCC1	?	-3.0%	-2.3%	-15.4%	4.3	-8.3%	18.5

2 of the compounds above, with each value named:
[23] CCOC(=O)c1sc(NC(=O)c2ccncc2)nc1C
  Pf growth 96h: 9.28µM* | LmPK inhibitor: ? | TbPYK inhibitor: -1.3% | AmpC no deterg: -14.7% | Cycloheximide cs: 0.9 | Pf growth 48h: 20.8% | Shiga toxin inh: 11.0
[19] CCCCNS(=O)(=O)c1ccc(OC)c2ncccc12
  Pf growth 96h: 341.2%[activator] | LmPK inhibitor: -2.3% | TbPYK inhibitor: 2.3% | AmpC no deterg: -6.0% | Cycloheximide cs: -2.4 | Pf growth 48h: 3.0% | Shiga toxin inh: 11.5

Carrying on:
cpd	smiles	Pf growth 96h	LmPK inhibitor	TbPYK inhibitor	AmpC no deterg	Cycloheximide cs	Pf growth 48h	Shiga toxin inh
31	Cc1nn(Cc2ccc(Cl)cc2Cl)c(Cl)c1C(=O)O	29.2%	6.9%	-1.6%	-20.1%	-1.9	35.8%[activator]	-11.2
32	C/C(=N/NC(=O)c1ccco1)c1cccc(NC(=O)c2ccc(C)o2)c1	-15.2%	-0.3%	5.8%	-16.7%	41.1*	7.8%	121.8*
33	Cc1cc(C)cc(NC(=O)CN2C(=O)NC(C)(c3ccccc3)C2=O)c1 (stereo not drawn)	5.3%	-2.0%	-13.8%	-13.8%	-3.5	-1.6%	-2.9
34	COc1ccc(CN2C(=O)[C@@H]3C(c4ccccc4Cl)=NO[C@@H]3C2=O)cc1	?	1.4%	-2.4%	-34.2%	-3.1	6.6%	-3.9
35	CCCCS(=O)(=O)N1CCN(C(=N)N[N+](=O)[O-])CC1	?	0.2%[11.5 µM]	-11.3%	-22.7%	2.0	5.5%	-1.9
36	O=C(Nc1cccc(-c2cnc3ccccc3n2)c1)c1ccc(Cl)cc1	63.4%[activator]	-0.3%	1.5%	-12.8%	9.6	?	-15.3
37	Oc1ccccc1N1CCN(c2ncccn2)CC1	nt	-3.6%	-19.5%	-8.3%	9.0	-3.7%	-3.9
38	CCOC(=O)c1cn(CC(=O)Nc2ccc(OC)cc2OC)nn1	-22.4%	1.9%	-1.0%&0.9%	-4.4%	-3.5	11.4%	-14.1
39	CCCOC(=O)CCCC[C@H]1SC[C@@H](NC(=O)OC)[C@H]1NC(=O)OC	?	3.0%	-4.0%	2.9%	1.8	-8.9%	-4.5
40	COc1cc2c(C(=O)N3CCN(c4ccccc4)CC3)c(C)oc2cc1Br	?	7.4%	4.8%	67.6%[activator]	2.1	-18.7%	-4.8
41	CCCOc1ccc(C(=O)NNC(=O)CCNC(=O)c2ccco2)cc1OC	43.5%[activator]	nt	-6.3%	-0.4%	nt	43.9%[activator]	nt
42	C(=C\c1ccccn1)/c1cccnc1	107.3%[activator]	-22.0%	nt	-11.5%	21.2*	104.5%[activator]	66.7*
43	CCN(CC(=O)NCc1ccc(Cl)cc1)C(=O)CSCC(=O)Nc1cccc(C)c1	4.2%	1.6%	32.0%[activator]	89.1%[activator]	1.4	-0.4%	-1.1
44	COc1cccc(/C=C(\C#N)C(=O)NC2CCS(=O)(=O)C2)c1 (stereo not drawn)	13.0%	-1.2%	10.8%	-6.0%	-3.2	3.8%	-9.3
45	COc1ccccc1/C=C/C=N/n1c(-c2cc(-c3ccccc3)n[nH]2)n[nH]c1=S	?	-1.3%	-29.4%	-43.3%	11.9	?	15.5
46	CCCNS(=O)(=O)c1ccc(OCC(=O)Nc2ccccc2F)cc1	-4.0%	3.7%	4.5%	-17.4%	12.5	1.9%	11.3
47	COc1ccc(Br)c(C(=O)N2CCN(S(=O)(=O)/C=C/c3ccccc3)CC2)c1	4.8%	3.1%	1.0%	49.4%	-2.3	-22.8%	-1.8
48	O=C(Nc1ccc(N2CCOCC2)cc1N1CCOCC1)c1ccc([N+](=O)[O-])cc1Cl	25.4%	-2.4%	-6.4%	1.0%	-1.1	-13.4%	-20.8
49	Cc1cccc(NNC(=S)Nc2c(C)cccc2C)c1	1.7%	-3.5%	-1.6%	-35.7%	-3.4	?	-16.9
50	NNC(=S)Nc1ccc(OC(F)(F)F)cc1	?	-1.4%	3.4%	-36.8%	6.0	89.7%[activator]	1.3
51	CN1CCN(CCOC2Cc3ccccc3Sc3ccc(Cl)cc32)CC1 (stereo not drawn)	?	1.2%	-11.8%	172.4%[activator]	-6.0	?	-25.0
52	COc1ccc(OC)c(C(=O)c2coc3ccc(O)cc23)c1	10.4µM*	10.0%	5.1%	-17.9%	25.4*	16.5%	103.4*
53	Cc1ccccc1CN1CCN(C(=O)c2ccc(S(=O)(=O)NCc3ccco3)cc2)CC1	?	nt	12.4%	38.1%	nt	-3.1%	nt
54	O=S(=O)(Nc1ccc(Br)cc1)c1cccc(NC(=S)NCCN2CCOCC2)c1	2.2%	-0.4%	-9.2%	-30.1%	-4.8	-0.6%	-5.1
55	CCOc1ccccc1Oc1coc2cc(OC(=O)c3ccco3)ccc2c1=O	nt	-2.6%	-8.0%	-45.6%	2.3	11.4%	-2.1
56	Cc1ncsc1C(=O)N1N=C2/C(=C/c3ccc(N4CCOCC4)cc3)CCCC2C1c1ccc(N2CCOCC2)cc1 (stereo not drawn)	5.22µM*	2.9%	2.6%	38.6%	34.4	?	3.2
57	COc1ccc(Cl)cc1NC(=O)NC(C)c1ccncc1 (stereo not drawn)	?	-3.9%	-1.1%	-30.0%	-1.1	?	-17.4
58	CCc1ccc(CN(C)C(=O)c2ccc3c(c2)OCCO3)cc1	-6.9%	1.9%	2.2%	30.3%	2.3	10.2%	27.6
59	NC(=O)CC(NC(=S)NCc1ccccc1)C(=O)O (stereo not drawn)	nt	0.2%	-4.4%	-34.5%	-5.2	11.3%	25.3
60	COc1ccc(CSCC(=O)N/N=C/c2ccccc2OCc2ccccc2)cc1	nt	7.1%	-6.6%	-31.8%	8.6	-6.6%	46.5
61	COCc1nc2oc3ccccc3c(=O)c2cc1C(=O)OC	167.8%[activator]	-21.8%	1.1%	-11.9%	12.0*	147.0%[activator]	45.7*
62	CCOC(=O)c1cc(-c2ccccc2)n(CC(=O)Nc2ccc(OC)c(OC)c2)c1C	?	0.0%	1.1%	119.6%[activator]	-1.9	-18.4%	18.9
63	Cc1nnc(NC(=O)c2ccc(S(=O)(=O)N3CCc4ccccc4C3)cc2)o1	-27.1%	6.4%	4.9%	-11.9%	-3.4	-8.0%	-9.5
